# Compound activity as filed in PubChem BioAssay.
# TrxR1 inh – rat TrxR1 inhibition | recombinant rTrxR1, NADPH fluorescence consumption, selenite substrate | Potency, µM (doses to about 114 µM), for inactives: at the top dose activity change, negative = inhibition, hits mostly inhibitors | 390,000 tested, 1% active | AID 588453; note: potency is the fitted concentration of half-maximal effect; % is set by controls: 0 for no effect and ±100 for the full control effect; nearly all actives have a fitted effect of over 65% in size
#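 Rat TrxR1 (90 nM in the dispensed reagent) was pre-reduced with 400 uM NADPH for 5 min at room temperature, then incubated with compound for 15 min. After 400 uM selenite was added, NADPH fluorescence (Ex 340/Em 450 nm) was followed for 8 min.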
# LDHA inh – blocks human lactate dehydrogenase A; purified LDHA, NADH/diaphorase-resazurin fluorescence; hits give low values; 480,000 tested, 0.15% active; activity change, % (values are at about 110 or 230 µM); P00338; in the data active = activity change below about -30%; inconclusive = mostly about -25% to -30%;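 note: plate controls were DMSO wells for no effect and wells without enzyme for full effect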
#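 Human LDH5 at 2 nM final in Tris HCl pH 7.4 with 0.06 mM NADH and 0.2 mM pyruvate, reacted 5 minutes at room temperature. Remaining NADH coupled via diaphorase/resazurin; resorufin fluorescence read at 0 and 20 minutes, normalized to enzyme-free and DMSO wells.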
# Vif-APOBEC3F blk – blocks the Vif interaction with APOBEC3F; Potency, µM (doses to about 46.1 µM), without a hit: at the highest dose activity, negative = active; HeLa A3F-eYFP + Vif (tagged APOBEC3F with the HIV-1 protein that degrades it), YFP fluorescence increase; 390,000 tested, 0.2% active; note: potency is the fitted concentration of half-maximal effect; % of control where 0% means no effect; nearly all actives have a fitted effect of over 65% in size
#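 HeLa cells stably expressing Vif plus C-terminally eYFP-tagged A3F were seeded, incubated overnight at 37 deg C, dosed with compound, incubated overnight again at 37 deg C. Yellow fluorescence (Ex 488/Em 500-530) reported blocked Vif-mediated A3F-eYFP degradation.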
# mIDH1 inhibitor – inhibitors of human mutant IDH1 R132H. O75874. IDH1-R132H enzyme, NADPH consumption, diaphorase/resazurin fluorescence. Potency, µM (doses to about 76.6 µM), for inactives: at the highest dose activity change, negative = inhibition, most hits filed as inhibitors. 390,000 tested, 0.093% active. AID 602179; note: potency is the fitted concentration of half-maximal effect; % is set by controls: 0 for no effect and ±100 for the full control effect; nearly all actives have a fitted effect of over 65% in size
#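 IDH1-R132H (0.5 ug/mL) preincubated 30 min with compound, then NADPH (0.016 mM) and alpha-KG (2 mM) added; 80 min at RT, pH 7.5. Remaining NADPH coupled via diaphorase/resazurin to fluorescence (540/590 nm); concentration-response curves normalized to no-enzyme control.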
# Vif-APOBEC3G blk – blocks the Vif interaction with human APOBEC3G; Potency, µM (doses to about 46.1 µM), without a hit: at the highest dose activity, negative = active, usual class: inhibitors; Q9HC16; 410,000 tested, 0.076% active; HeLa A3G-eYFP + Vif (tagged APOBEC3G with the HIV-1 protein that degrades it), YFP fluorescence, overnight;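 note: potency is the fitted concentration of half-maximal effect; % is set by controls: 0 for no effect and ±100 for the full control effect; nearly all actives have a fitted effect of over 60% in size; hits raise eYFP signal because A3G escapes Vif-driven loss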
#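 Read-out is eYFP fluorescence (Ex 488/Em 500-530) from Vif-expressing HeLa A3G-eYFP cells; more signal means A3G escaped Vif-mediated degradation. Cells plated overnight, compound pinned in, incubated overnight at 37 deg C.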
# TrxR1 substrate – substrates of rat thioredoxin reductase 1; O89049; purified TrxR1 substrate turnover, NADPH consumption readout; Potency, µM (top dose mostly 114 µM), for the others: top-dose activity change, negative = substrate turnover; 390,000 tested, 0.01% active; AID 588456; note: potency is the fitted concentration of half-maximal effect; % is set by controls: 0 for no effect and ±100 for the full control effect; nearly all actives have a fitted effect of over 50% in size
#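 Rat TrxR1, dispensed at 90 nM, was prereduced with 400 uM NADPH (final) for 5 min at ~22 deg C, then incubated with compound 15 min before 400 uM selenite. A first-read NADPH fluorescence drop versus no-compound background flagged substrates.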
# RGS4 inhibitor – human RGS4 inhibition; AID 504845; Potency, µM (top dose mostly 114 µM), for inactives: top-dose activity change, negative = inhibition, most hits filed as inhibitors; Transcreener GDP fluorescence polarization, RGS4-accelerated GTP hydrolysis; P49798; 390,000 tested, 0.039% active; note: potency is the fitted concentration of half-maximal effect; % is set by controls: 0 for no effect and ±100 for the full control effect; nearly all actives have a fitted effect of over 75% in size; some results filed as inactive show a strong effect at the top dose
# Target sequence (P49798 whole entry, looked up): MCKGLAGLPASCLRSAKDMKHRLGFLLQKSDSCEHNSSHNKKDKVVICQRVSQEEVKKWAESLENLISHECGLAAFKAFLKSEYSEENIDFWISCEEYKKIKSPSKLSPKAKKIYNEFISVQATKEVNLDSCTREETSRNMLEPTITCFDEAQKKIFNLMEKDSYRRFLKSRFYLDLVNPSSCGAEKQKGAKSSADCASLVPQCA
#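 MLSMR compounds (23 nl, pin-transferred) preincubated 10 min at room temperature with a 500nM (2x) first reagent, then RGS4 at 900nM (2x) plus Transcreener GDP mix added; fluorescence polarization (620/688 nm) read before and after 90 min at 30 °C.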
# GRP78 ERSR act – induces the endoplasmic reticulum stress response in human glioma cells. U87-MG GRP78 promoter luciferase reporter, 16 h. Potency, µM, for the others: at the top dose activation, usual class: activators. 420,000 tested, 0.02% active. AID 602332; note: potency is the fitted concentration of half-maximal effect; series mostly up to about 76 µM; % of control where 0% means no effect; nearly all actives have a fitted effect of over 35% in size
#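 Stably transfected U87-MG human glioma cells carrying a GRP78-based luminescent sensor were seeded at 1000 cells/well, pin-dosed with compounds and incubated 16 h. Luciferase reagent was then added, and end-point luminescence was read after 10 min at room temperature.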
# USP1 inh – inhibitors of human USP1/UAF1 deubiquitinase | O94782 | recombinant USP1/UAF1, Ub-Rhodamine cleavage fluorescence | Potency, µM (series often up to 57.1 µM), without a hit: top-dose activity change, negative = inhibition, usual class: inhibitors | 390,000 tested, 0.23% active; note: potency is the fitted concentration of half-maximal effect; % is set by controls: 0 for no effect and ±100 for the full control effect; nearly all actives have a fitted effect of over 60% in size; inactives centre near -12
# Target sequence (O94782 whole entry, looked up): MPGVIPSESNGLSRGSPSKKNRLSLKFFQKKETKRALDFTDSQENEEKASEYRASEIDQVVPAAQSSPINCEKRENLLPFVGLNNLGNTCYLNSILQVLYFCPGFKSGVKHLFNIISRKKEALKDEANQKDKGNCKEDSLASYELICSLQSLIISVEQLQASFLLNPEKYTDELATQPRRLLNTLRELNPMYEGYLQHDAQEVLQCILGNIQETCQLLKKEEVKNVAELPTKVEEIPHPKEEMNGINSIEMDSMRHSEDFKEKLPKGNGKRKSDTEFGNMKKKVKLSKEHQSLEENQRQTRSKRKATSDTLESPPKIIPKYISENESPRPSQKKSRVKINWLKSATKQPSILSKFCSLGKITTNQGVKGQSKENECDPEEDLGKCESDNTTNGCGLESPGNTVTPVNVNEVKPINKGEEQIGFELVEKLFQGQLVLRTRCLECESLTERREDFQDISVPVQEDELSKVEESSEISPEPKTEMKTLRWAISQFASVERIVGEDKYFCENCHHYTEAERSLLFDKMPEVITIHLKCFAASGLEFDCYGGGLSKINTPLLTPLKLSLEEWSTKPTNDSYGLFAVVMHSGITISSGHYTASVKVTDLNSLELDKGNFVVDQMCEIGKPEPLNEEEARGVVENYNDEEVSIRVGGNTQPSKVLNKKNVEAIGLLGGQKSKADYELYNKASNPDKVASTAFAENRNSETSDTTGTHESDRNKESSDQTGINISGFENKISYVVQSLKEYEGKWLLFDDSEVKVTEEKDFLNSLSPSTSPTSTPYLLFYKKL
#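 Step one: compound is pinned into 1nM USP1/UAF1 in HEPES pH 7.8 buffer with TCEP. Step two: 15 min room-temperature incubation. Step three: Ub-Rho (150nM final) starts cleavage, tracked by fluorescence over six one-minute reads.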
# Numbers without * were called inactive; ? = inconclusive; . = no result given; & = joins results of further samples; [ ] = remark or other dose. Unless noted, calls come from the whole dose curve; as a rule, active = well fitted curve in the direction sought with a large enough effect; inconclusive = small, poorly fitted or top-dose-only effect, or another doubt; inactive = no such curve, though single readings can be large; an effect the other way counts as inactive or inconclusive. A portion of the library; rates above refer to the full screens.
# Each structure is followed by: TrxR1 inh | LDHA inh | Vif-APOBEC3F blk | mIDH1 inhibitor | Vif-APOBEC3G blk | TrxR1 substrate | RGS4 inhibitor | GRP78 ERSR act | USP1 inh
O=C(O)C1C2CCC(O2)C1C(=O)Nc1ccc(F)c(Cl)c1 (stereo unspecified)
    3% | 0 | 4% | -5% | -4% | 3% | -3% | -3% | -2%
O=C(COC(=O)c1ccc(F)c(S(=O)(=O)N2CCOCC2)c1)NC1CC1
    18% | -1 | 4% | 3% | 3% | 2% | 15% | 7% | -12%
COc1ccc(-c2nc3c(c(SCC(=O)Nc4ccccc4F)n2)Cc2cc(C)ccc2O3)cc1
    12% | -1 | -8% | 0% | -2% | -1% | 18% | -3% | -21%
O=C1CCN(CCc2ccccc2)CCN1CCO
    12%&1% | 0 | -1% | -17% | -3%&-1% | 4%&-7% | -6% | -3%&-4% | ?
O=C(Nc1cccc(F)c1)c1ccc2c(c1)N(Cc1ccccc1)C(=O)c1ccccc1S2(=O)=O
    18% | 5 | -9% | 13% | -6% | 5% | -19% | -4% | -23%
O=C(Nc1cccc(F)c1)c1ccc(Cn2cc([N+](=O)[O-])cn2)o1
    25%[57.1 µM] | -9 | 7% | -4% | -6% | 6%[57.1 µM] | -15% | 0% | -5%
O=C1NC(=Nc2ccccc2Cl)S/C1=C\c1cccc([N+](=O)[O-])c1O
    -7% | -6 | -8% | -7% | 2% | -7% | -54% | 4% | -28%
Cc1nc2sccn2c(=O)c1S(=O)(=O)Nc1ccc(N2CCOCC2)cc1
    5% | 4 | 4% | 0% | 2% | -4% | -21% | -5% | -13%
Cc1cc(=O)[nH]c2nnc(SCc3ccccc3F)n12
    20%[57.1 µM] | -4 | 0% | -19% | 11% | 2%[57.1 µM] | 7% | -3% | -13%
CCCCC(C(=O)NC1CCCC1)N(C(=O)c1snc(C(N)=O)c1N)c1ccc(F)cc1 (stereo unspecified)
    -7% | -10 | -12% | -11% | 1% | 17% | 18% | -6% | -13%
O=C(NCC1CCCO1)c1ccccc1-c1nc(-c2ccccc2)no1 (stereo unspecified)
    -3%[57.1 µM] | 0&8 | 3% | -2% | -1% | 6%[57.1 µM] | 29% | 1% | 1%
CNC(=O)C1C2C=CC3(O2)C1C(=O)N(C1CC1)C3C(=O)NCc1ccc(OC)cc1 (stereo unspecified)
    1% | -7 | -2% | -3% | -2% | -4% | 11% | -3% | -8%
Cc1ccc(C)c(Sc2ccc(NC(=O)CCl)cc2)c1
    -25% | 4 | 0% | ? | -15% | -1% | -19% | ? | ?
COCC(=O)N(C)C[C@@H]1Oc2cc(-c3ccc(F)cc3)ccc2S(=O)(=O)N([C@H](C)CO)C[C@H]1C
    . | -19 | -5% | 20% | -8% | . | . | -2% | 6%
CC1CCCCN1S(=O)(=O)c1ccc(C(=O)Nc2nnc(-c3cccs3)o2)cc1 (stereo unspecified)
    -23% | 3 | 2% | 2% | 3% | -8% | -29%[11.4 µM] | -4% | -14%
Cc1ccc(CNC(=O)c2cc(-c3cc(C)cc(C)c3O)n[nH]2)cc1
    27% | -1 | 0% | -9% | 1% | 4% | -14% | 0% | -21%
COc1ccc(S(=O)(=O)N(C)C[C@H]2Oc3c(NC(=O)C4CC4)cccc3C(=O)N([C@H](C)CO)C[C@@H]2C)cc1
    15%[57.1 µM] | -10 | 2% | -1% | -5% | 13%[57.1 µM] | 0% | 2% | 24%
COc1ccc(Cn2cc(C(=O)c3ccc(C)c(C)c3)c(=O)c3ccccc32)cc1
    28% | -3 | 1% | -13% | 2% | -1% | -25% | -5% | -28%
Cc1nc2ccccn2c1/C(O)=C1\C(=O)C(=O)N(CCN(C)C)C1c1ccco1 (stereo unspecified)
    -36% | 5 | 12% | -4% | 1% | -8% | -10% | 0% | -20%
CC(C)c1ccc(C2=CC(c3cccc(Cl)c3)n3ncnc3N2)cc1 (stereo unspecified)
    8%[57.1 µM] | -5 | -3% | 24% | -1% | 3%[57.1 µM] | -8% | 0% | -20%
CCN(CC)C(=O)CSc1nc(O)cc(=O)n1C
    28% | -5 | -2% | -5% | 1% | 11% | 18% | -4% | -8%
COc1cccc(CN2C(=O)C3(SCC(=O)N3c3cc(C)cc(C)c3)c3ccccc32)c1 (stereo unspecified)
    6% | -12 | 13% | -13% | 1% | -10% | 9% | 0% | -18%
N#Cc1c(NC(=O)C2CC(Cl)=CCC2C(=O)O)sc2c1CCCCC2 (stereo unspecified)
    28%[57.1 µM] | 4 | -2% | -1% | 0% | -9%[57.1 µM] | -21% | 2% | -5%
O=C(OCC(=O)N1CCCCC1)c1cc(=O)[nH]c2ccccc12
    -5% | 0 | -5% | 8% | 2% | 7% | 2% | 0% | -12%
CN(C)c1nc(N2CCN(c3ccccc3)CC2)c(C#N)c(=O)o1
    -4% | 0 | -3% | 3% | 1% | -7% | -2% | -3% | -10%
CC(C)OC(=O)c1nnc(-c2ccccc2)nc1OC(C)C
    11%[57.1 µM] | -4 | -7% | 10% | -1% | -5%[57.1 µM] | 1% | -8% | -22%
Cc1c(NC(=O)c2ccc(Cl)c(S(=O)(=O)N3CCCCC3)c2)c(=O)n(-c2ccccc2)n1C
    -12% | 1 | 0% | 4% | 1% | -9% | -15% | -5% | -9%
Cc1ccc(NC(=O)CSc2nc3ccc(NC(=O)c4cccs4)cc3s2)c(C)c1
    38%[activator] | -13 | 0% | 16% | 2% | 8% | 12% | -2% | -1%
O=C(Nc1ccc(Cl)cc1)C(c1ccccc1)N(CCO)CCO (stereo unspecified)
    10% | -9 | -9% | 1% | 2% | 10% | 9% | -3% | -3%
Cn1c(SCC(=O)Nc2ccccc2)nc2ccccc2c1=O
    -4% | -2 | 22% | -8% | -11% | -4% | 15% | 0% | -2%
O=C(CSc1nnnn1-c1ccccc1Cl)Nc1ccc2c(c1)OCCO2
    16%[57.1 µM] | -2 | 2% | -16% | 1% | 5%[57.1 µM] | -7% | -6% | -5%
CC(C)C(NC(=O)c1c(F)cccc1F)C(=O)NCCc1ccc(S(N)(=O)=O)cc1 (stereo unspecified)
    30%[57.1 µM] | -3 | 0% | 5% | 1% | 10%[57.1 µM] | -1% | 3% | -10%
COc1cccc(NC(=O)CCc2ccccc2)c1
    31% | 4 | -7% | 1% | 1% | 5% | 11% | 2% | -17%
COc1cc(/C=N/NC(=S)NC2CC3C=CC2C3)cc(OC)c1OC (stereo unspecified)
    -19%[57.1 µM] | 2 | ? | 5% | 2% | -8%[57.1 µM] | -16% | -2% | ?
O=C(NCCC(=O)N1CCN(c2ncccn2)CC1)c1ccccc1Cl
    12%[57.1 µM] | -4 | -2% | 3% | -1% | 11%[57.1 µM] | -17% | 1% | -19%
Cc1ccc(-n2nnnc2SCC(=O)Nc2ccccc2-c2ccccc2)cc1C
    5% | -9 | 3% | -1% | 1% | -8% | 22% | -2% | -13%
CCC(c1nnc(SCC(=O)N2CC3(C)CC2CC(C)(C)C3)o1)N(C)C (stereo unspecified)
    8%[57.1 µM] | -14 | 0% | 14% | 1% | 4%[57.1 µM] | -29% | -2% | -10%
COc1ccccc1N1CSC2=C(C#N)C(c3ccc(SC)cc3)CC(=O)N2C1 (stereo unspecified)
    13µM* | -3 | -16% | 17% | -8% | -5%[57.1 µM] | ? | -1% | -7%
CC(NC(=O)C1CCN(S(=O)(=O)N2CCC3(CC2)OCCO3)CC1)c1ccccc1 (stereo unspecified)
    26% | -12 | 5% | 8% | -4% | -1% | 14%[56.9 µM] | -1% | -10%
CC[C@@H]1C=C(C(=O)O)[C@H](c2ccc(Br)cc2)N1S(=O)(=O)c1ccc(C)cc1
    ? | 4 | -2% | -7% | -1% | -1% | -6% | -2% | ?
c1ccc(C(NCc2cccnc2)(c2ccccc2)c2ccccc2)cc1
    -1%[57.1 µM] | . | . | . | . | -6%[57.1 µM] | 16%[56.9 µM] | ? | .
Nc1nc2[nH]cc(CCc3ccc(C(=O)N[C@@H](CCC(=O)O)C(=O)O)cc3)c2c(=O)[nH]1
    3% | 5 | . | . | 6% | 13% | . | -3% | .
Fc1ccc(CNCC2CCCO2)cc1 (stereo unspecified)
    11%[57.1 µM] | -6 | -7% | 8% | 0% | 8%[57.1 µM] | 15% | -1% | -22%
Cc1c(NC(=O)CSCc2ccccc2)cccc1C(=O)O
    28% | 0 | -9% | -4% | 2% | -3% | -6% | -3% | -13%
NC(=O)Nc1ccc2c(c1)OCCO2
    3% | 4 | -8% | 6% | 0% | 1% | 7% | 7% | -7%
O=C(C[C@@H]1C/C=C\C[C@H](NC(=O)OCC2c3ccccc3-c3ccccc32)C(=O)OC[C@@H]2CCCN2C1=O)N[C@H](CO)Cc1ccccc1
    1% | 0 | 6% | 3% | 1% | 3% | -18% | -5% | -25%
Cc1ccc(C(=O)NCCNc2nc3cc(C)c(C)cc3cc2C)cc1
    -3% | -10 | 1% | 1% | -9% | -3% | 7% | -3% | -3%
O=C(NC(NC(=S)Nc1ccccc1)C(Cl)(Cl)Cl)c1cccc(Cl)c1 (stereo unspecified)
    10% | -19 | -3% | 8% | -5% | 5% | -13% | -3% | -18%
